Rtt109 HAT inh: blocks Candida albicans Rtt109/Vps75 acetyltransferase activity | Q5AAJ8 | purified Rtt109/Vps75, ThioGlo CoA-SH fluorescence, 4 h | AID 540336 | inhibition, % at 34.9 µM | 330,000 compounds, 0.16% hits;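 active = inhibition of at least 50% in every replicate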
Cardiac RTF inh: cardiac RTF calcium desensitization; P19429+P45379; inhibition, % at 7.15 µM; 340,000 compounds, 0.12% hits; IANBD-labeled cardiac RTF, Ca2+ fluorescence;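 active = inhibition above the mean inhibition of all tested compounds plus 3 SD, cut at about 17% in these data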;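 note: assay run at fixed EC70 calcium of 1.6 mM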
DAGLB inhibitor: blocks human DAGLB lipase activity | HEK293T DAGLB membrane lysate, EnzChek fluorogenic substrate | inhibition, % at 5.17 µM | 340,000 compounds, 0.059% hits | AID 504411; in the data active = inhibition above about 34%;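 note: 0% = enzyme with vehicle and 100% = wells lacking enzyme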
Target sequence (Q8NCG7 whole entry, looked up): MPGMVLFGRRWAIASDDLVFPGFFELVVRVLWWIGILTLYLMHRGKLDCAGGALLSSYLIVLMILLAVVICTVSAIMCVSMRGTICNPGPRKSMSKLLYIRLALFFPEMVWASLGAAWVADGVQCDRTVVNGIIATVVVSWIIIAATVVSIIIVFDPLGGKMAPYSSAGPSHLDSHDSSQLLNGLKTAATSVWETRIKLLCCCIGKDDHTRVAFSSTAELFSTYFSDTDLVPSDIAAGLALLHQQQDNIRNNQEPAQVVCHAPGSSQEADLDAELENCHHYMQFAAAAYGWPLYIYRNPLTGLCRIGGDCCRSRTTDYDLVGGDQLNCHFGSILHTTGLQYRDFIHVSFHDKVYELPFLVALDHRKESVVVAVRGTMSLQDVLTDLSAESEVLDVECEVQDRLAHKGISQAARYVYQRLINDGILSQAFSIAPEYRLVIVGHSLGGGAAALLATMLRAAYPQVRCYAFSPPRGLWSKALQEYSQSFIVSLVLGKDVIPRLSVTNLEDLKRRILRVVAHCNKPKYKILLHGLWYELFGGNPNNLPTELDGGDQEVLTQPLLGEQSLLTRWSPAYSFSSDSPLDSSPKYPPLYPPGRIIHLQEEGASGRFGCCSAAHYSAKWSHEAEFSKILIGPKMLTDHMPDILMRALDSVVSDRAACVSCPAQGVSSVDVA
PKA-R2B act: activators of human PKA-R2B complex | P22694+P31323 | PKA-R2B holoenzyme dissociation, Cy5-IP20 fluorescence polarization; R2B truncated from residue 108, S112A mutant; 0% DMSO only, 100% 113 µM cGMP | activation, % at 11.4 µM | 340,000 compounds, 0.079% hits;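 active = activation above a cutoff set at the mean over all compounds plus 3 SD, cut at about 18% in these data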;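 note: higher means more holoenzyme dissociation and a rise in polarization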
Target sequence (P31323 whole entry, looked up, other chains not shown, the tested form may be a part): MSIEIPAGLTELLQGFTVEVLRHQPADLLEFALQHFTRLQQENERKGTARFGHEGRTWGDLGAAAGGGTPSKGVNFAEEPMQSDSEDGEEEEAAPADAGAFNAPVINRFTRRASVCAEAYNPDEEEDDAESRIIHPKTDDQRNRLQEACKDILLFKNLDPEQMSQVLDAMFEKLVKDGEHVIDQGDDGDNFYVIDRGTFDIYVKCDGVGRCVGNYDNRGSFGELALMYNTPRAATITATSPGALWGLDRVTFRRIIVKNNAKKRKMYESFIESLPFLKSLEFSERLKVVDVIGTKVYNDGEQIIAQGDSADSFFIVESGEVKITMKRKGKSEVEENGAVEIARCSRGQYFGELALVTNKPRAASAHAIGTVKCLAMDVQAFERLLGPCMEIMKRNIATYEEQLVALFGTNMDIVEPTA
CAL PDZ FP-1: inhibitors of human CAL PDZ peptide binding; inhibition, % at 20 µM; purified CAL PDZ, TMR-peptide fluorescence polarization, 1 h; Q9HD26; 330,000 compounds, 0.02% hits; AID 504414;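 active = highest replicate inhibition of at least 40%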;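 note: plate controls were DMSO neutral control wells for no effect and unlabeled competitor peptide control wells for full effect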
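Control set: unlabelled peptide and DMSO controls / Material: purified CerCALP PDZ construct / Timing: 1 h incubation at room temperature before polarization reading / Doses: 20 µM, one dose / Detection: fluorescence polarization (mP)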
SR-BI uptake up: activators of SR-BI mediated HDL lipid uptake; 320,000 compounds, 0.096% hits; CHO ldlA[mSR-BI] cells, DiI-HDL uptake fluorescence, 3 h; 100 = double the neutral-control signal; activation, % at 12.5 µM;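 active = mean replicate activation of at least 60% and every replicate at or above 60%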;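 note: 0% = median plate neutral-control signal and 100% = twice that signal; values of inactives mirror those of a sister screen read the other way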
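Test system: SR-BI-overexpressing, LDLR-lacking CHO cells; Medium: Ham's F12 with 0.5% BSA, HEPES 25 mM, pH 7.4; Schedule: 3 h, 37 °C; Technique: bottom-read fluorescence, 550/595 nm.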
CAL PDZ FP-2: blocks peptide binding to the human CAL PDZ domain | 300,000 compounds, 0.92% hits | inhibition, % at 24.9 µM | AID 602252 | Q9HD26 | purified CAL PDZ, TMR-peptide fluorescence polarization, 1 h;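 active = mean inhibition of at least 30% with at least half of replicates also reaching 30%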;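 note: 0% = DMSO neutral control and 100% = excess unlabeled competitor peptide PRC23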
cardiac RTF act: increases calcium sensitivity of human cardiac regulated thin filaments. 340,000 compounds, 0.24% hits. IANBD-labeled TnC RTF fluorescence at EC20 calcium; 0% EC20 calcium, 100% full calcium. activation, % at 7.2 µM;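 active = activation above the mean over all tested compounds plus 3 SD, cut at about 30% in these data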;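 note: rise in fluorescence read as greater calcium sensitivity of cardiac thin filaments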
LANA DNA inh: inhibitors of KSHV LANA C-terminal domain DNA binding | inhibition, % at 9 µM | MBP-C-LANA/FAM-LBS DNA binding, fluorescence polarization | AID 504423 | 340,000 compounds, 0.078% hits;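 active = highest replicate inhibition at or above 60% at 9 µM, even if other replicates fall short; inactive = all replicates below 60% inhibition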;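 note: 0% = neutral control wells and 100% = 4 µM acridine orange control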
Keap1 Nrf2 FP: Keap1-Nrf2 (human) interaction inhibition | 340,000 compounds, 0.15% hits | Keap1 Kelch-Nrf2 peptide fluorescence polarization, 1536-well | Q14145 | inhibition, % at 9.4 µM; in the data active = inhibition above about 12%;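 note: human Keap1 Kelch domain with fluorescein labeled Nrf2 9mer peptide probe; 0% = neutral control wells and 100% = peptide positive control; higher means more block of Keap1 binding to Nrf2 peptide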
* marks the source's active call; other numbers are inactive results.

Screening O=C(NC(=S)Nn1cnnc1)c1ccccc1Cl returned Rtt109 HAT inh 1, Cardiac RTF inh -20, DAGLB inhibitor -2, PKA-R2B act -5, CAL PDZ FP-1 0.8, SR-BI uptake up 14, cardiac RTF act 3, LANA DNA inh 1.2 and Keap1 Nrf2 FP -1.
Cc1ccc(S(=O)(=O)n2nc(OC(=O)c3c(F)cccc3Cl)cc2N)cc1 was read as Rtt109 HAT inh 1, Cardiac RTF inh -6, DAGLB inhibitor -3, PKA-R2B act -1, CAL PDZ FP-1 -1.8, SR-BI uptake up 11, cardiac RTF act -1, LANA DNA inh -1.8 and Keap1 Nrf2 FP -3.
Screening CCN(CC)C(=O)CN1C(=O)NC2(CCc3ccccc3C2)C1=O (stereo unspecified) returned Rtt109 HAT inh -1, Cardiac RTF inh -3, DAGLB inhibitor 2, PKA-R2B act -14, CAL PDZ FP-1 -2.3, SR-BI uptake up 18, CAL PDZ FP-2 -2, cardiac RTF act 5, LANA DNA inh 1.9 and Keap1 Nrf2 FP -3.
CCOc1ccc(NC(=O)CN2C(=O)CSc3ccc(S(=O)(=O)N4CCCC4)cc32)cc1 was read as Rtt109 HAT inh 9, Cardiac RTF inh 1, DAGLB inhibitor -1, PKA-R2B act 9, CAL PDZ FP-1 -2.9, SR-BI uptake up -26, CAL PDZ FP-2 -2, cardiac RTF act -3, LANA DNA inh 0.9 and Keap1 Nrf2 FP -2.
For COc1cc2cc(C(=O)N3CCc4ccccc4C3)[nH]c2cc1OC the results were Rtt109 HAT inh -1, Cardiac RTF inh 3, DAGLB inhibitor 2, PKA-R2B act 6, CAL PDZ FP-1 0.9, SR-BI uptake up -34, CAL PDZ FP-2 -3, cardiac RTF act 1, LANA DNA inh 1.1 and Keap1 Nrf2 FP -1.
`COc1ccc(NC(=O)CCCn2nc(C)c3c(C)n(-c4ccccc4)nc3c2=O)cc1` gave Rtt109 HAT inh -2, Cardiac RTF inh -3, DAGLB inhibitor 1, PKA-R2B act 11, CAL PDZ FP-1 0.5, SR-BI uptake up -5, CAL PDZ FP-2 0, cardiac RTF act -2, LANA DNA inh -1.7 and Keap1 Nrf2 FP -1.
`Cc1nn(C)c(Cl)c1CN1CCC(n2nccc2NC(=O)C2CCCC2)CC1` gave Rtt109 HAT inh 0, Cardiac RTF inh -8, DAGLB inhibitor -1, PKA-R2B act 1, CAL PDZ FP-1 -2.0, SR-BI uptake up 11, CAL PDZ FP-2 -3, cardiac RTF act 8, LANA DNA inh 0.1 and Keap1 Nrf2 FP -5.
For O=c1[nH]c2ccccc2nc1-c1cccs1 the results were Rtt109 HAT inh -43, Cardiac RTF inh 1, DAGLB inhibitor -4, PKA-R2B act -10, SR-BI uptake up -18, CAL PDZ FP-2 1, cardiac RTF act 0, LANA DNA inh -0.4 and Keap1 Nrf2 FP -4.
Screening C[C@H](CO)N1C[C@H](C)[C@@H](CN(C)S(=O)(=O)c2ccccc2)Oc2ccc(NS(=O)(=O)c3ccccc3)cc2C1=O returned Rtt109 HAT inh 7, Cardiac RTF inh 1, DAGLB inhibitor -1, PKA-R2B act 12, CAL PDZ FP-1 -0.1, SR-BI uptake up -17, CAL PDZ FP-2 -1, cardiac RTF act 1, LANA DNA inh -1.3 and Keap1 Nrf2 FP 4.
`FC(F)(F)c1ccc(N2CCN(c3ncnc4c3nnn4Cc3ccccc3)CC2)nc1` gave Rtt109 HAT inh -3, Cardiac RTF inh -1, DAGLB inhibitor 1, PKA-R2B act -10, CAL PDZ FP-1 -2.1, SR-BI uptake up -3, CAL PDZ FP-2 1, cardiac RTF act -3, LANA DNA inh 0.8 and Keap1 Nrf2 FP -5.
For O=C(COc1ccc2ccccc2c1)Nc1nc2ccccc2[nH]1 the results were Rtt109 HAT inh -6, Cardiac RTF inh 1, DAGLB inhibitor -1, PKA-R2B act -1, CAL PDZ FP-1 1.3, SR-BI uptake up 14, CAL PDZ FP-2 -2, cardiac RTF act 2, LANA DNA inh -3.5 and Keap1 Nrf2 FP -5.
For C/C(=N/NC(=O)c1ccc(Cl)s1)c1cccnc1 the results were Rtt109 HAT inh 1, Cardiac RTF inh -2, DAGLB inhibitor -9, PKA-R2B act -6, CAL PDZ FP-1 0.3, SR-BI uptake up 17, CAL PDZ FP-2 -4, cardiac RTF act -3, LANA DNA inh -0.2 and Keap1 Nrf2 FP -3.
`COc1ccc(CNC(=O)c2cc3c(=O)[nH]c4ccccc4c3n2C)cc1` gave Rtt109 HAT inh -16, Cardiac RTF inh 5, DAGLB inhibitor 1, PKA-R2B act 5, CAL PDZ FP-1 -2.1, SR-BI uptake up 6, CAL PDZ FP-2 1, cardiac RTF act 0, LANA DNA inh 0.1 and Keap1 Nrf2 FP -5.
For COc1cc(CCC(=O)OCC(=O)Nc2sccc2C(N)=O)cc(OC)c1OC the results were Rtt109 HAT inh 5, Cardiac RTF inh 3, DAGLB inhibitor 0, PKA-R2B act -2, CAL PDZ FP-1 -1.7, SR-BI uptake up -2, CAL PDZ FP-2 -2, cardiac RTF act -3, LANA DNA inh 1.4 and Keap1 Nrf2 FP -5.
For CCOC(=O)N1CCC(NC(=O)C2CCCN(Cc3nc(-c4ccc(CC)cc4)oc3C)C2)CC1 (stereo unspecified) the results were Rtt109 HAT inh 14, Cardiac RTF inh 3, DAGLB inhibitor 0, PKA-R2B act 6, CAL PDZ FP-1 -2.5, SR-BI uptake up -27, CAL PDZ FP-2 0, cardiac RTF act 0, LANA DNA inh -0.1 and Keap1 Nrf2 FP -3.
Screening O=C(CCCCCN1C(=O)CCC1=O)Nc1ccc2c(c1)OCCO2 returned Rtt109 HAT inh -10, Cardiac RTF inh -1, DAGLB inhibitor -2, PKA-R2B act -2, CAL PDZ FP-1 0.5, SR-BI uptake up 18, cardiac RTF act -3, LANA DNA inh 1.0 and Keap1 Nrf2 FP -2.
`CSc1nnc2c3cc(F)ccc3n(C)c2n1` gave Rtt109 HAT inh -9, Cardiac RTF inh -1, DAGLB inhibitor -2, PKA-R2B act 2, CAL PDZ FP-1 -0.5, SR-BI uptake up -14, CAL PDZ FP-2 -2, cardiac RTF act -6, LANA DNA inh -3.5 and Keap1 Nrf2 FP 0.
`CCOC(=O)c1sc2nc(C)c3c(c2c1N)CC(C)(C)OC3` gave Rtt109 HAT inh -6, Cardiac RTF inh -6, DAGLB inhibitor -1, PKA-R2B act 7, CAL PDZ FP-1 -0.4, SR-BI uptake up -37, CAL PDZ FP-2 -3, cardiac RTF act -6, LANA DNA inh 1.6 and Keap1 Nrf2 FP 3.
Screening CC(=O)Nc1cccc(-c2nnc(SCC(=O)N3CCCCC3)n2C)c1 returned Rtt109 HAT inh -15, Cardiac RTF inh -7, DAGLB inhibitor 4, PKA-R2B act -8, CAL PDZ FP-1 -0.7, SR-BI uptake up 8, CAL PDZ FP-2 4, cardiac RTF act 1, LANA DNA inh -0.5 and Keap1 Nrf2 FP 1.
`CNC(=S)Nc1ccc(OC)c(OC)c1` gave Rtt109 HAT inh -1, Cardiac RTF inh -8, DAGLB inhibitor -1, PKA-R2B act -4, CAL PDZ FP-1 -1.3, SR-BI uptake up 34, CAL PDZ FP-2 -2, cardiac RTF act -5, LANA DNA inh 4.0 and Keap1 Nrf2 FP 3.
Cc1cc(C(=O)N/N=C/c2cc(Cl)cc([N+](=O)[O-])c2O)n[nH]1 was read as Rtt109 HAT inh -7, Cardiac RTF inh 0, DAGLB inhibitor 9, PKA-R2B act -7, CAL PDZ FP-1 0.0, CAL PDZ FP-2 1, cardiac RTF act 1, LANA DNA inh -0.5 and Keap1 Nrf2 FP 1.
For COc1ccc(OC)c(CNC(=O)C2CCCN(c3ncnc4c3nc3n4CCCCC3)C2)c1 (stereo unspecified) the results were Rtt109 HAT inh -5, Cardiac RTF inh -17, DAGLB inhibitor -3, PKA-R2B act 1, CAL PDZ FP-1 -1.5, SR-BI uptake up -8, CAL PDZ FP-2 3, cardiac RTF act -7, LANA DNA inh -1.5 and Keap1 Nrf2 FP 2.
Screening CCCc1cc(=O)oc2cc(C)cc(OCC(=O)N3CCC(C(=O)O)CC3)c12 returned Rtt109 HAT inh -1, Cardiac RTF inh -5, DAGLB inhibitor 0, PKA-R2B act -10, CAL PDZ FP-1 0.2, SR-BI uptake up 2, CAL PDZ FP-2 -1, cardiac RTF act 1, LANA DNA inh 0.1 and Keap1 Nrf2 FP -3.
`COc1ccc(N(CC(=O)NC2CCCC2)C(=O)CCC(=O)Nc2cc(C)on2)c(OC)c1` gave Rtt109 HAT inh -5, Cardiac RTF inh -10, DAGLB inhibitor -1, PKA-R2B act -2, CAL PDZ FP-1 -2.1, SR-BI uptake up 7, CAL PDZ FP-2 0, cardiac RTF act -2, LANA DNA inh -0.3 and Keap1 Nrf2 FP -5.
CCn1c(COc2ccc(Cl)cc2)nnc1SCc1nc2ccccc2[nH]1 was read as Rtt109 HAT inh 0, Cardiac RTF inh -6, DAGLB inhibitor 0, PKA-R2B act 1, CAL PDZ FP-1 -2.5, SR-BI uptake up 19, CAL PDZ FP-2 0, cardiac RTF act 3, LANA DNA inh 0.9 and Keap1 Nrf2 FP -4.
`CC(C)(C)C(=O)Nc1ccc(Cc2ccncc2)cc1` gave Rtt109 HAT inh 3, Cardiac RTF inh 0, DAGLB inhibitor -1, PKA-R2B act -3, CAL PDZ FP-1 0.2, SR-BI uptake up 27, CAL PDZ FP-2 -7, cardiac RTF act -9, LANA DNA inh 0.1 and Keap1 Nrf2 FP -2.
Screening CN1CCN(CC(=O)Nc2nc3ccccc3s2)CC1 returned Rtt109 HAT inh 1, Cardiac RTF inh -10, DAGLB inhibitor 0, PKA-R2B act 5, CAL PDZ FP-1 -1.3, SR-BI uptake up 4, cardiac RTF act 0, LANA DNA inh 0.6 and Keap1 Nrf2 FP 2.
For COc1ccc(CCNS(=O)(=O)c2ccc(N3CCCC3=O)cc2)cc1 the results were Rtt109 HAT inh -10, Cardiac RTF inh -4, DAGLB inhibitor -3, PKA-R2B act -4, CAL PDZ FP-1 -0.3, SR-BI uptake up -4, CAL PDZ FP-2 -2, cardiac RTF act 1, LANA DNA inh 0.3 and Keap1 Nrf2 FP 0.
Screening Cc1oc2cc3oc(=O)c(CC(=O)NCCCC(=O)O)c(C)c3cc2c1C returned Rtt109 HAT inh 10, Cardiac RTF inh 3, DAGLB inhibitor 0, PKA-R2B act -2, SR-BI uptake up 22, CAL PDZ FP-2 -8, cardiac RTF act -1, LANA DNA inh 0.6 and Keap1 Nrf2 FP 3.

Random excerpt: two entries already listed.
`COc1ccc(NC(=O)CCCn2nc(C)c3c(C)n(-c4ccccc4)nc3c2=O)cc1` gave Rtt109 HAT inh -2, Cardiac RTF inh -3, DAGLB inhibitor 1, PKA-R2B act 11, CAL PDZ FP-1 0.5, SR-BI uptake up -5, CAL PDZ FP-2 0, cardiac RTF act -2, LANA DNA inh -1.7 and Keap1 Nrf2 FP -1.
Screening O=C(NC(=S)Nn1cnnc1)c1ccccc1Cl returned Rtt109 HAT inh 1, Cardiac RTF inh -20, DAGLB inhibitor -2, PKA-R2B act -5, CAL PDZ FP-1 0.8, SR-BI uptake up 14, cardiac RTF act 3, LANA DNA inh 1.2 and Keap1 Nrf2 FP -1.

The order is random, and some 1.6% of all compounds hit somewhere here.
